Bioassay records (PubChem)
TNAP Pi inh: human TNAP enzyme inhibitors, primary screen, biochemical, colorimetric, phosphate release readout. inhibition, % at 20 µM. 21,000 tested, under 10 active. AID 614, 2007. purified TNAP, pNPP, malachite green phosphate absorbance
Target sequence (P05186 whole entry, looked up): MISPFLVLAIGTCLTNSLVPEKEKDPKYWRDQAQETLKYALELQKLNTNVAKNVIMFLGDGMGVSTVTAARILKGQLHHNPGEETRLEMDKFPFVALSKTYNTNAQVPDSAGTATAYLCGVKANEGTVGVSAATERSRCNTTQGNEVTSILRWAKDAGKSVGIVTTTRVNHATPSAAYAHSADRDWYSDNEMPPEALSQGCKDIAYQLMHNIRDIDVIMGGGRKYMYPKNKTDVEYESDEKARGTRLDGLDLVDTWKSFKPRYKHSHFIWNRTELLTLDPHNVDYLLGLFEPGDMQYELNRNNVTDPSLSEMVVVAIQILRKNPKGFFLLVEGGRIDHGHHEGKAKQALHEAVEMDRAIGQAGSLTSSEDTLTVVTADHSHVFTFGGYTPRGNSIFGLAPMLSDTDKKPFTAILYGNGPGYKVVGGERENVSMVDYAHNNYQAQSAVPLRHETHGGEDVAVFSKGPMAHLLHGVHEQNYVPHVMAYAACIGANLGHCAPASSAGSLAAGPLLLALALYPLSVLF
TNAP pNPP inh: human TNAP enzyme inhibitors, primary screen, biochemical, colorimetric, p-nitrophenol readout. purified TNAP, pNPP hydrolysis, absorbance 405 nm. inhibition, % at 20 µM. AID 615, 2007. Alkaline phosphatase, tissue-nonspecific isozyme (Homo sapiens), P05186. 21,000 tested, under 10 active;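 further: 0% = DMSO only wells and 100% = 1 mM levamisole wells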
Numbers without * were called inactive.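 How the source made its calls: active means inhibition above 50% at the 20 µM single-dose screen; inactive means the rest.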 Not all compounds are listed; count on the stated rates, not on these rows.

SMILES | TNAP Pi inh | TNAP pNPP inh
CC(C)C1Cc2[nH]c(=O)c(C(=O)O)cc2CO1 (stereo not given) | 0 | 0
O=S1(=O)N=C2CCCN2C(c2ccc(F)cc2)N1 (stereo not given) | 10 | 1
COCCNC(C)C(=O)Nc1ccc(Br)cc1 (stereo not given) | 7 | 5
COc1cccc(Oc2coc3c(CN4CCOCC4)c(O)ccc3c2=O)c1 | 14 | 2
CC1=CC2(C#N)C3(N=C(N)C2(C#N)C(c2ccccc2)N1)OCCO3 (stereo not given) | -2 | -2
CCCOc1ccc(C(=O)CCN2CCCCC2)cc1 | 8 | -1
CN(c1ccccc1)c1ccc(/C=c2\s/c(=C(/C#N)C(=O)C(C)(C)C)n(Cc3ccco3)c2=O)cc1 | -7 | 2
Cc1ccc(-n2c(SCC(=O)Nc3ccc4c(c3)OCO4)nnc2-c2ccoc2C)cc1 | -2 | -13
CCCOc1ccc(N2C(=O)CC(N(CCC)C(=O)CCC(=O)O)C2=O)cc1 (stereo not given) | 10 | 5
COc1ccc(N(Cc2cc3ccccc3[nH]c2=O)C(=O)C2CCCO2)cc1 (stereo not given) | 12 | 7
O=C(CSc1ccc(Cl)cc1)Nc1ccc(N2CCN(C(=O)c3ccco3)CC2)cc1 | 13 | 3
CCN(CC)c1nc(N)c2c(N)nc3c(c2c1C#N)CC(c1ccccc1)O3 (stereo not given) | 10 | 1
COc1cc2c(cc1OC)-c1cc(OCCN3CCOCC3)nc(=O)n1CC2 | 1 | 7
Cc1cc(NS(=O)(=O)c2ccc(NC(=O)CCN3C(=O)c4ccccc4C3=O)cc2)no1 | 6 | -5
COc1ccccc1N(CCC#N)C(=O)CSc1nc(-c2ccccc2)cn1N | 7 | -2
CCn1c(SCCC#N)nnc1-c1ccncc1 | 9 | 5
N#Cc1nc(-c2ccco2)oc1N1CCc2ccccc2C1 | 3 | -5
CCCCC[C@H](O)/C=C/[C@H]1C=CC(=O)[C@@H]1C/C=C\CCCC(=O)O | -8 | -12
CC(C)CCOC(=O)C1[C@H]2C(=O)N(Cc3cccs3)C[C@]23C=C[C@H]1O3 (stereo not given in full) | 1 | 5
CCn1c(SCC(=O)NCC2CCCO2)nnc1-c1c[nH]c2ccccc12 (stereo not given) | 0 | 0
CCOc1ccc(NS(=O)(=O)c2ccc3c(c2)oc(=O)n3C)cc1 | 2 | -1
COc1ccc(CC(=O)OCN2C(=O)c3ccccc3C2=O)cc1 | 6 | 3
O=C1CCCc2nc3nc4ccccc4n3cc21 | -1 | 5
COc1ccccc1N1CCN(S(=O)(=O)c2c(C)ccc3nsnc23)CC1 | 10 | 3
CSc1nc2sc3c(c2c2nnnn12)CC(C)(C)OC3 | 6 | 1

4 records picked at random from those above, as already listed:
SMILES | TNAP Pi inh | TNAP pNPP inh
COc1cc2c(cc1OC)-c1cc(OCCN3CCOCC3)nc(=O)n1CC2 | 1 | 7
CCCOc1ccc(C(=O)CCN2CCCCC2)cc1 | 8 | -1
CSc1nc2sc3c(c2c2nnnn12)CC(C)(C)OC3 | 6 | 1
N#Cc1nc(-c2ccco2)oc1N1CCc2ccccc2C1 | 3 | -5

Back to the main list with the 6 entries that preceded the break.
SMILES | TNAP Pi inh | TNAP pNPP inh
CCn1c(SCC(=O)NCC2CCCO2)nnc1-c1c[nH]c2ccccc12 (stereo not given) | 0 | 0
CCOc1ccc(NS(=O)(=O)c2ccc3c(c2)oc(=O)n3C)cc1 | 2 | -1
COc1ccc(CC(=O)OCN2C(=O)c3ccccc3C2=O)cc1 | 6 | 3
O=C1CCCc2nc3nc4ccccc4n3cc21 | -1 | 5
COc1ccccc1N1CCN(S(=O)(=O)c2c(C)ccc3nsnc23)CC1 | 10 | 3
CSc1nc2sc3c(c2c2nnnn12)CC(C)(C)OC3 | 6 | 1
COc1ccc(N2CCN(Cc3cc(=O)oc4cc5c(cc34)CCCC5)CC2)cc1 | 6 | 0
Cc1cc(C)c(C#N)c(Nc2ccccc2Cl)n1 | 0 | -2
CCOC(=O)c1c(NC(=O)c2cccs2)sc2c1CC(C)(C)OC2 | 0 | 0
O=C(OCn1nnc2ccccc2c1=O)c1cn(-c2ccccc2)nc1-c1cccnc1 | 13 | 4
Cc1ccc(NC(C(N)=O)c2c(C)[nH]c(=O)[nH]c2=O)cc1 (stereo not given) | -1 | -7
COc1ccc(C(=O)n2nc(-c3ccco3)nc2SC)cc1OC | 6 | 2
Cc1ccc(NC(=O)CS(=O)CC(=O)Nc2ccc(N3CCOCC3)cc2)cc1Cl (stereo not given) | 0 | -3
CCCCCCOC(=O)C(C#N)c1nc2ccccc2nc1N1CCOCC1 (stereo not given) | -36 | 1
COc1ccc(CCCNC(=O)CC#N)cc1OC | 0 | 0
C=CCn1c(N)c(C(=O)N2CCOCC2)sc1=S | 7 | 4
C/C(=C\C(=O)O)CC(=O)O | 4 | 3
COc1ccc2cc(C(c3nnnn3C3CCCC3)N3CCc4ccccc4C3)c(=O)[nH]c2c1 (stereo not given) | 5 | -1
O=C(NC12CC3CC(CC(C3)C1)C2)c1ccccc1O | 7 | 3
COc1ccc(C(=O)NC2CCN(S(=O)(=O)Cc3ccccc3)CC2)c(OC)c1 | 4 | 4
COc1cccc2c(=O)c(SC(F)(F)C(F)C(F)(F)F)c(C)[nH]c12 (stereo not given) | -8 | -6
COc1ccc2[nH]c(=O)c(CN(CCc3ccccc3)Cc3nnnn3CC3CCCO3)cc2c1 (stereo not given) | 1 | -6
O=C(Cc1cccs1)N1CCC(c2nc3c(nnn3Cc3ccccc3)c(=O)[nH]2)CC1 | 0 | 0
CCOC(=O)N1CCN(C(=O)C2CCN(S(C)(=O)=O)CC2)CC1 | 0 | 12
COC(=O)/C(C#N)=C1/SC=C(C)N1c1ccccc1 | 11 | 2
COc1ccc(C2CC(=O)C3=C(C2)Nc2ccccc2N(C(C)=O)C3c2ccco2)cc1 (stereo not given) | 8 | 2
O=S(=O)(c1ccc2ccccc2c1)N(CC(O)CN1CCOCC1)c1ccccc1 (stereo not given) | -21 | 3
NS(=O)(=O)c1cccc2cccnc12 | 2 | 8
CCC(=O)Nc1ccc(NC(=O)c2ccccc2Cl)nc1 | 10 | 6
O=C(CN1CCOCC1)Nc1ccc(Oc2ccccc2)cc1 | 11 | 4
N#CCCNC(=O)CCN1CCOCC1 | 4 | 1
The listing continues:
SMILES | TNAP Pi inh | TNAP pNPP inh
Cc1ccc(NC2=CC(=O)CC(c3ccco3)C2)c(N)c1 (stereo not given) | 7 | 2
CCc1nnc(NC(=O)CCC(=O)N2CCN(CCc3ccccc3)CC2)s1 | 9 | 4
COC(=O)c1ccc(CSc2nnc(N)s2)cc1 | 9 | 7
COc1cc(-c2cc3nc(C)c(C)c(=O)n3[nH]2)cc(OC)c1OC | 1 | -6
CCOc1ccc(-c2nnn(CC(=O)c3cc(OC)ccc3OC)n2)cc1 | -17 | 3
CCCCOc1ccccc1C(=O)NCCCCCC(=O)O | 6 | 5
Cc1cc(NC(=O)CN2CCCCCCC2)no1 | -8 | 2
NC1=NC(=Nc2ccccc2)c2ccccc21 | 16 | 7
O=C(CCCOc1ccc(Cl)cc1)N1CCCCCC1 | -30 | 1
COc1nc(NCCC2=CCCCC2)nc(OC)n1 | 8 | 5
CCCn1c(SCC(=O)Nc2nccs2)nnc1-c1cccnc1 | -1 | -12
O=C(NC1CCS(=O)(=O)C1)c1ccc(-c2ccc(Br)cc2)o1 (stereo not given) | 6 | 2
CCCOc1ccc(C(C)(O)CN2CCOCC2)cc1 (stereo not given) | -6 | -1
Nc1ccc2oc(-c3cccs3)nc2c1 | 15 | 11
c1ccc(Cn2c(SCc3cn4cccnc4n3)nnc2-c2ccco2)cc1 | 7 | 4
CCN(CC)CCCNC(=O)C1c2ccccc2Oc2ccccc21 | -18 | 2
COc1ccc(-c2nc3c(Br)c(N)c(Br)cc3o2)cc1 | 9 | 5
Clc1ccc2nc(CN3CCCCC3)cn2c1 | 16 | 2
CCOc1ccc2cc(S(=O)(=O)N3CCN(C)CC3)ccc2c1 | 1 | -5
COc1ccc(CNC(=O)c2c(O)c3ccccc3n(C)c2=O)cc1OC | 7 | 0
CC1CCc2[nH]nc(C(=O)O)c2C1 (stereo not given) | 4 | -2
CCCCOc1ccccc1/C=c1/sc2nc(-c3oc4ccccc4c3C)nn2c1=O | 0 | 0
COc1ccc(S(=O)(=O)Nc2ccc(CC#N)cc2)cc1 | 0 | 0
COc1cc(C2C(C(=O)c3sc(C)nc3C)=C(O)C(=O)N2CCN(C)C)cc(OC)c1OC (stereo not given) | 13 | 6
CCN(CC)CCCN(C(=O)c1cccs1)c1nc(-c2ccc(OC)cc2)cs1 | 6 | 2

Full records, looked up by structure:
CCN(CC)CCCN(C(=O)c1cccs1)c1nc(-c2ccc(OC)cc2)cs1 is listed with TNAP Pi inh: 6; TNAP pNPP inh: 2
Cc1cc(NC(=O)CN2CCCCCCC2)no1 is listed with TNAP Pi inh: -8; TNAP pNPP inh: 2

The results go on.
SMILES | TNAP Pi inh | TNAP pNPP inh
CCCC(=O)Nc1cc(=O)[nH]c2ncnn12 | 2 | -5
C=CCn1c(NCc2ccc(N(C)C)cc2)nc2ccccc21 | 9 | 5
CC1CC(C)(C)Nc2ccc(OC(=O)c3ccco3)cc21 (stereo not given) | -7 | 4
C=CCOC(=O)C(C#N)c1nc2ccccc2nc1N1CCCC1 (stereo not given) | 5 | -5
CCn1c(SCC(=O)C(C)(C)C)nnc1-c1ccccc1OC | 2 | -7
COC(=O)c1c(-c2cccc(C)c2)csc1N | 1 | 6
CC(C)c1nnc(NC(=O)CSc2ncn[nH]2)s1 | -5 | -14
COc1ccccc1-c1nn2c(-c3ccc(C(C)(C)C)cc3)nnc2s1 | -16 | -17
O=C(Nc1ccc2c(c1)OCO2)c1cnn2c1NC(c1ccco1)CC2C(F)(F)F (stereo not given) | 5 | -1
COc1ccc(N(Cc2cc3ccc(C)cc3[nH]c2=O)C(C)=O)cc1 | 12 | 1
CCn1c(SCC(=O)Nc2ccc3c(c2)c2ccccc2n3CC)nnc1-c1ccco1 | 6 | 5
CSc1nc(C)c2c(c1C#N)CCCC2 | 10 | 4
CN1CCN(C(=O)c2ccc3c(c2)NC(=O)C(C)(C)O3)CC1 | 12 | 5
Cc1oc2cc(O)cc(C)c2c(=O)c1-c1cnn(-c2ccccc2)c1 | 6 | 1
Cc1nc2c(c(=O)n1CC1CCCO1)c1nc3ccccc3nc1n2CC(C)C (stereo not given) | 5 | -1
O=C(COc1ccc(N2CC(C(=O)O)CC2=O)cc1)Nc1cccc(C(F)(F)F)c1 (stereo not given) | 17 | 6
O=S(=O)(/C=C/c1ccccc1)Nc1ccc2c(c1)OCO2 | 4 | 1
CCCn1c(SCC(=O)NC(=O)Nc2ccc(C)cc2C)n[nH]c1=O | 8 | 0
NC(CSC12CC3CC(CC(C3)C1)C2)C(=O)O (stereo not given) | 6 | 2
CCN1c2ccccc2-c2nc3ccccc3n2C1c1ccncc1 (stereo not given) | 11 | 6
O=C(c1cn(-c2ccccc2)nc1-c1ccncc1)n1nnc2ccccc21 | 8 | 4
CCC(=O)Nc1ccc2oc(-c3cccc(C)c3)nc2c1 | 4 | 0
CC(C)CCNC(=O)C(c1ccco1)N(Cc1ccccc1)C(=O)c1snc(C(N)=O)c1N (stereo not given) | 9 | 5
O=[N+]1C2=C(CCCC2)N([O-])C12CCCC2 | -3 | 0
CCC(Sc1nnnn1C)C(=O)Nc1ccc(C(C)=O)cc1 (stereo not given) | 7 | 2
CCCCOC(=O)C1C2C=C[C@]3(CN(CCCOC)C(=O)[C@H]13)O2 (stereo not given in full) | 7 | 3

A draw from above in order of count of non-hydrogen atoms, high to low:
SMILES | TNAP Pi inh | TNAP pNPP inh
O=S(=O)(c1ccc2ccccc2c1)N(CC(O)CN1CCOCC1)c1ccccc1 (stereo not given) | -21 | 3
c1ccc(Cn2c(SCc3cn4cccnc4n3)nnc2-c2ccco2)cc1 | 7 | 4
CCOc1ccc(NS(=O)(=O)c2ccc3c(c2)oc(=O)n3C)cc1 | 2 | -1
CC1CC(C)(C)Nc2ccc(OC(=O)c3ccco3)cc21 (stereo not given) | -7 | 4
COc1ccc(CCCNC(=O)CC#N)cc1OC | 0 | 0
Clc1ccc2nc(CN3CCCCC3)cn2c1 | 16 | 2
